IP6K1 inhibitor – IP6K1 kinase inhibition; 140,000 tested, 0.81% active; activity change, % (series mostly up to about 58 µM); IP6K1 kinase, ADP-Glo luminescence, 2 h; stronger effect = lower value; Q92551; in the data active = activity change below about -25%
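ADP-Glo luminescence measures ADP made by human IP6K1 during a 2 h RT reaction with ATP/IP6 (mix at 1.3 mM/130 uM); top library doses 57.5 and 19.1 uM final.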
SNCA expr inhib – inhibitors of alpha-synuclein (SNCA) gene expression | HEK-293 SNCA-luciferase knock-in, luminescence, 24 h | Potency, µM (titrated, usually from 57.2 µM), without a hit: at the highest dose activity change, negative = inhibition, usual class: inhibitors | 140,000 tested, 0.17% active | AID 1671194;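 also: potency is read from the fitted curve at half-maximal effect; plate controls were DMSO cells for no effect and cell-free wells for full effect; nearly all actives have a fitted effect of over 45% in size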
HEK cytotox – HEK 293 cell cytotoxicity; HEK 293 viability, ATP luminescence (CellTiter-Glo), 48-72 h; 94,000 tested, 6.6% active; Potency, µM (highest dose often 115 µM), for the others: at the highest dose activity change, negative = cytotoxicity, actives largely listed as inhibitors; also: potency is read from the fitted curve at half-maximal effect; nearly all actives have a fitted effect of over 60% in size
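Cells seeded first (HEK 293, 250 cells/well), then compound added by pintool. Incubation ran 48 or 72 hr at 37 degree Celsius. CellTiter-Glo was added and luminescence imaged after 10 min at room temperature.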
FLuc inh – inhibitors of firefly (Photinus pyralis) luciferase. purified P. pyralis luciferase, luminescence, biochemical. AID 1347043. Potency, µM (doses to about 115 µM), for the others: at the top dose activity change, negative = inhibition, actives largely listed as inhibitors. 76,000 tested, 2.5% active. P08659; also: potency is read from the fitted curve at half-maximal effect; nearly all actives have a fitted effect of over 65% in size
Target sequence (P08659 whole entry, looked up): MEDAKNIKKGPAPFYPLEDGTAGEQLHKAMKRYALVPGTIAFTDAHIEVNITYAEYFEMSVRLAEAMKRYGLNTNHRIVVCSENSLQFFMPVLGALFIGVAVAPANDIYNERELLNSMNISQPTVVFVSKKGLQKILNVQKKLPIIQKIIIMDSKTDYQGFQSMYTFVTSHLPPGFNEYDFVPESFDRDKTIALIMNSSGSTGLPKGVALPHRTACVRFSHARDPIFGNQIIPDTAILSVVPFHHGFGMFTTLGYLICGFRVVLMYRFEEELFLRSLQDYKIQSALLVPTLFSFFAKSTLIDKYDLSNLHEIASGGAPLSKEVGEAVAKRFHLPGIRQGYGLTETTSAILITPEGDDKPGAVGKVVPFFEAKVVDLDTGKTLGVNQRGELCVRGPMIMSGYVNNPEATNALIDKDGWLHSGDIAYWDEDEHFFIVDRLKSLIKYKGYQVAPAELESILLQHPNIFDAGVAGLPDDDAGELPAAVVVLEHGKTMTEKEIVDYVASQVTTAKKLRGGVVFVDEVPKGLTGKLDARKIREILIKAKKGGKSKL
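Luminescence read by CCD imager after adding enzyme (10nM final) to wells holding compound, titrated in qHTS. Substrates 10uM each D-luciferin and ATP; buffer 50mM Tris acetate pH 7.5, 10mM Mg acetate, Tween-20, BSA.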
GPT2 inhibitor – blocks human glutamate pyruvate transaminase 2. Q8TD30. Recombinant GPT2, coupled pyruvate oxidase/HRP Amplex Red fluorescence. Potency, µM (titrated, usually from 57.7 µM), for inactives: top-dose activity change, negative = inhibition, actives largely listed as inhibitors. 100,000 tested, 0.25% active. AID 1671188; also: potency is read from the fitted curve at half-maximal effect; nearly all actives have a fitted effect of over 60% in size; many of its hits are not listed in these tables
Target sequence (Q8TD30 whole entry, looked up): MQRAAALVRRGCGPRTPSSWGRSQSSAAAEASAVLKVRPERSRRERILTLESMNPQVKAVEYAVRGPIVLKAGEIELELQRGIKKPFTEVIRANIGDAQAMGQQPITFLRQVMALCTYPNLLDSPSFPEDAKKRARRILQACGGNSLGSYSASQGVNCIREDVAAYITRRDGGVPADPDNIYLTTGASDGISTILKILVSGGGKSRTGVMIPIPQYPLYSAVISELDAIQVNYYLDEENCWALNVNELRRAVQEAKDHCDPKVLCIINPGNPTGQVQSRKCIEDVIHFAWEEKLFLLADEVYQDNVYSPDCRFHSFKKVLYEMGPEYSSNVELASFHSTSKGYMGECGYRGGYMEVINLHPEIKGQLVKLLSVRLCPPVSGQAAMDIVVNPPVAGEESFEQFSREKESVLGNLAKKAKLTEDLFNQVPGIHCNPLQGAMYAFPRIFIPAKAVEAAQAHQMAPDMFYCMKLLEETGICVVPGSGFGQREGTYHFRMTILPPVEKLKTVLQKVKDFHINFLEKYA
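Fluorescence read-out: pyruvate from GPT2 turnover coupled to pyruvate oxidase, HRP and Amplex Red (0.2mM ThPP, 0.2U/mL PO and HRP, 50uM Amplex final). Substrates 250uM a-KG, 2mM L-alanine; enzyme 10ng/uL; 30 min RT.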
NIH3T3 tox – kills NIH 3T3 cells | NIH 3T3 viability, CellTiter-Glo ATP luminescence, 48-72 h | Potency, µM (highest dose often 96.7 µM), for inactives: top-dose activity change, negative = cytotoxicity, most hits filed as inhibitors | 94,000 tested, 4.3% active | AID 1345082; also: potency is read from the fitted curve at half-maximal effect; nearly all actives have a fitted effect of over 55% in size
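Viability of NIH 3T3 cells after 48 or 72 hr compound treatment at 37 °C was assessed by CellTiter-Glo, with luminescence imaged following a 10 min room-temperature step.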
SNCA viab count – cell viability loss counter-screen; HEK-293-SNCA-luc viability, GF-AFC fluorescence, 24 h; Potency, µM (doses to about 57.1 µM), for the others: at the highest dose activity change, negative = cytotoxicity, actives largely listed as cytotoxic; 150,000 tested, 0.12% active;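 also: potency is read from the fitted curve at half-maximal effect; 0% = DMSO-treated cells and -100% = medium-only wells without cells; nearly all actives have a fitted effect of over 30% in size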
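HEK-293-SNCA-luc cells (1500/well) plated 24 h, then exposed 24 h to a dilution series; GF-AFC added 30 min at 37C, fluorescence 405/540 nm; normalised to medium-only and DMSO wells, Hill fit.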
Starred values were filed as active, the others as inactive; i = inactive; ? = inconclusive; . = no result given; & = joins results of further samples; [ ] = another dose, or the depositor's remark. Unless noted, calls follow the shape of the dose curve; as a rule, active = well fitted curve in the direction sought with a large enough effect; inconclusive = small, poorly fitted or top-dose-only effect, or another doubt; inactive = no such curve, though single readings can be large; an effect the other way counts as inactive or inconclusive. Unless noted, % is scaled to controls: 0 for no effect and ±100 for the full control effect. These rows are one share of the data, so the mix of outcomes need not match the whole.

structure	HEK cytotox	SNCA viab count	NIH3T3 tox	IP6K1 inhibitor	FLuc inh	SNCA expr inhib	GPT2 inhibitor
CCN(CC)CCOC(=O)c1ccc(NC(=O)c2cc3cc(OC)ccc3oc2=O)cc1	.	-2.3%	.	20.3	.	-9.7%	.
CCOc1ccccc1NC(=O)Cn1c(=O)n(-c2ccc(C)c(C)c2)c(=O)c2oc3ccccc3c21	.	-3.5%	.	20.5	.	-3.3%	.
CC(C)NC(=O)C[C@@H]1O[C@H](CNC(=O)Nc2ccccc2)[C@@H](O)[C@H]1O	i	-0.7%[87.6 µM]	0.0%[174 µM]	2.2	?	0.7%[87.6 µM]	i
CCN(CC)CCOC(=O)c1ccc(NC(=O)c2cc3cccc(OC)c3oc2=O)cc1	.	0.3%	.	15.1	.	137.9%[activator]	.
CC(=O)N1c2ccc(S(=O)(=O)NCC3CCC(C(=O)Nc4cc(C)cc(C)c4)CC3)cc2CC1C (stereo not given)	.	-7.2%	.	21.5	.	5.6%	.
N#Cc1cccc(CN2CCc3ncc(C(=O)NCc4ccccc4)n3CC2)c1	?	-26.4%[87.6 µM]	?	-1.2	-3.2%[172 µM]	?	-8.9%[88.5 µM]
Cc1c(Cl)cccc1NC(=O)CN1C(=O)c2ccccc2Sc2ncccc21	.	8.5%	.	29.7	.	4.6%	.
c1ccc(CN2CCNc3cc(-c4cccnc4)ncc3C2)cc1	?	-9.4%[87.6 µM]	-23.4%[138 µM]	-20.4	-25.6%[172 µM]	32.5%[activator][87.6 µM]	i
NC(=O)c1cccc(-c2cc(O)cc(OC(=O)NC3CCCCC3)c2)c1	.	-12.7%[23.9 µM]	.	-19.4	.	.	i
COc1cc(NC(=O)Cn2c(N3CCc4ccccc4C3)nc(C)cc2=O)cc(OC)c1	?	-1.4%	?	5.1	9.6%	-7.9%	i
COC(=O)CNC(=O)N1CCCCCCNC(=O)[C@@H]2C[C@@H](c3nc(-c4cccnc4)no3)C[C@@H]21	1.2%	3.0%	-12.2%	0.0	3.6%	-4.9%	4.6%
NCC1CCC(C(=O)O)CC1 (stereo not given)	.	12.0%	.	.	.	7.1%	3.2%
Cc1ccc(NC(=O)Nc2ccc3nc(N4CCN(C)CC4)cc(C)c3c2)cc1C	.	-0.1%	.	1.7	.	59.3%	.
COc1ccc(-c2cn(C)c(=O)n3cc(COc4ccnn4C)nc23)cc1	-5.8%[172 µM]	-15.4%[87.6 µM]	?	-12.9	-13.4%[172 µM]	-14.7%[87.6 µM]	3.9%[88.5 µM]
COc1ccc(CN2COc3ccc4c(C)cc(=O)oc4c3C2)cc1	.	?	.	17.1	.	-27.1%	.
CCOC(=O)CCNC(=O)N1CCC(OC2CCN(S(C)(=O)=O)CC2)CC1	16.1%	12.4%	i	7.6	-5.3%	?	2.1%
COCCN1C(=O)CS(=O)(=O)C12CCN(C(=O)c1cc(C)ccc1C)CC2	-23.8%	5.9%	-15.6%	4.9	-3.2%	39.8%	i
O=C(CCc1ccccc1)NCCn1cccc1-c1nc(-c2ccc3c(c2)OCO3)no1	?	?	?	7.3	50.1µM*	72.3%[activator]	1.6%
Cc1ccc(C(=O)N2CC[C@@H]3CN(S(C)(=O)=O)[C@@H]3C2)c(=O)[nH]1	i	0.8%[12.5 µM]	-2.7%	8.2	-11.2%	1.2%	i
Nc1nc2ccc(OC(F)(F)F)cc2s1	.	1.9%	.	11.3	.	15.9%	-12.4%&-2.4%
COc1ccc(Nc2cnc3ccc(-c4cccc(CO)c4)nn23)cn1	?	-6.5%[87.6 µM]	?	-14.3	1.2%[172 µM]	8.3%[87.6 µM]	?
COc1ccccc1NC(=O)C1=C(C)Nc2nc3ccccc3n2C1c1ccccc1Cl (stereo not given)	.	2.9%	.	-4.0	.	2.7%	.
CNC(=O)c1cc(C2CC2)nc2c1c(C1CCN([S+](=O)([O-])c3c(C)noc3C)CC1)nn2C	?	.	?	-8.2	.	.	.
Cc1cc(C(=O)N2CCCN(C)c3ccccc32)nn1C	-29.2%	7.5%	-27.5%	2.5	-24.6%	60.1%[activator]	i
COCCN(C)C[C@H]1C[C@H](CO)CN(C(=O)c2[nH]nc(-c3ccccc3)c2C)C1	0.6%	-6.8%	-14.5%	-3.9	6.6%	-3.2%	i
CC(=O)N1C[C@@H]2CCCN3CCC[C@@H]([C@H]23)[C@H]1CCCC(=O)NCCCN1CCCCC1	-1.9%	-4.3%	i	10.2	-5.1%	12.3%	1.1%
Cc1ccc(S(=O)(=O)c2cn(C)c3cc(N4CCCCCC4)c(F)cc3c2=O)cc1	.	-0.4%	.	0.5	.	13.7%	.
COc1cc(OC)cc(-c2onc(C)c2C(=O)NCCOc2ccccc2)c1	?	1.2%	-25.4%	7.1	-1.6%	11.0%	-11.2%
CCN1C(=O)C2CC3(CCN(C(=O)CN4CCCC4=O)CC3)CN2C1=O (stereo not given)	i	1.6%	0.1%	-14.5	4.0%	12.0%	-10.8%
Cc1cc(F)ccc1NC(=O)c1cc2n(n1)CC(c1ccc(Cl)cc1)OC2 (stereo not given)	?	3.8%	?	-9.1	-16.9%	5.2%	-4.4%
CCOCCCNC(=O)c1ccc(-n2c(-c3ccccc3)cc3c2CCC(C)C3)cc1 (stereo not given)	.	-10.6%	.	21.1	.	3.4%	.
Cc1ccc(CN2C[C@]34C=C[C@H](O3)C(C(=O)N(C)Cc3ccsc3)C4C2=O)cc1C (stereo not given in full)	-3.2%	-3.3%	-16.9%	3.5	-7.3%	9.1%	?
Oc1ccccc1CN1CCC[C@H]1c1nc(-c2ccc(N3CCOCC3)nc2)no1	?	-7.7%[87.6 µM]	?	0.9	?	3.5%[87.6 µM]	-9.2%[88.5 µM]
O=C(C1CCN(c2nc(-c3ccccc3)nc3c2CCC3)CC1)N1CCC(CO)C1 (stereo not given)	-23.5%	-2.0%	-13.8%	15.4	11.0%	-23.1%	i
O=C1NC2(CCN(CC3CCCC3)CC2)COc2ccccc21	-11.8%[172 µM]	-0.3%[87.6 µM]	3.8%[138 µM]	17.0	3.1%[172 µM]	-1.8%[87.6 µM]	i
Cc1nc(-c2ccc(Cl)cc2)n(CC(=O)Nc2cccc(C(F)(F)F)c2)c(=O)c1CCO	39.8µM*	-24.5%	?	-0.3	-4.7%	?	i
CCOc1ccc(/C=C/c2nc(C#N)c(NCCCN(C)C)o2)cc1	.	6.5%	.	-11.6	.	45.4%[activator]	.
CCCNC(=O)CCn1nc(-c2ccccc2)c2ccccc2c1=O	.	8.2%	.	-2.0	.	8.5%	.
COC(=O)C1=C(C)N=C2SC=C(CC(=O)NCCc3cccs3)N2C1c1ccccc1Cl (stereo not given)	?	11.1%	?	-0.7	-6.9%	1.4%	i
COc1ccc(-c2noc(-c3ccc(NC4CCCCC4)c([N+](=O)[O-])c3)n2)cc1OC	.	1.6%	.	-6.1	.	50.6%[activator]	.

An excerpt from above in order of SMILES length, largest number first:
structure	HEK cytotox	SNCA viab count	NIH3T3 tox	IP6K1 inhibitor	FLuc inh	SNCA expr inhib	GPT2 inhibitor
COC(=O)C1=C(C)N=C2SC=C(CC(=O)NCCc3cccs3)N2C1c1ccccc1Cl (stereo not given)	?	11.1%	?	-0.7	-6.9%	1.4%	i
Oc1ccccc1CN1CCC[C@H]1c1nc(-c2ccc(N3CCOCC3)nc2)no1	?	-7.7%[87.6 µM]	?	0.9	?	3.5%[87.6 µM]	-9.2%[88.5 µM]
COc1cc(OC)cc(-c2onc(C)c2C(=O)NCCOc2ccccc2)c1	?	1.2%	-25.4%	7.1	-1.6%	11.0%	-11.2%

The listing picks up, repeating the six entries before the break.
structure	HEK cytotox	SNCA viab count	NIH3T3 tox	IP6K1 inhibitor	FLuc inh	SNCA expr inhib	GPT2 inhibitor
O=C1NC2(CCN(CC3CCCC3)CC2)COc2ccccc21	-11.8%[172 µM]	-0.3%[87.6 µM]	3.8%[138 µM]	17.0	3.1%[172 µM]	-1.8%[87.6 µM]	i
Cc1nc(-c2ccc(Cl)cc2)n(CC(=O)Nc2cccc(C(F)(F)F)c2)c(=O)c1CCO	39.8µM*	-24.5%	?	-0.3	-4.7%	?	i
CCOc1ccc(/C=C/c2nc(C#N)c(NCCCN(C)C)o2)cc1	.	6.5%	.	-11.6	.	45.4%[activator]	.
CCCNC(=O)CCn1nc(-c2ccccc2)c2ccccc2c1=O	.	8.2%	.	-2.0	.	8.5%	.
COC(=O)C1=C(C)N=C2SC=C(CC(=O)NCCc3cccs3)N2C1c1ccccc1Cl (stereo not given)	?	11.1%	?	-0.7	-6.9%	1.4%	i
COc1ccc(-c2noc(-c3ccc(NC4CCCCC4)c([N+](=O)[O-])c3)n2)cc1OC	.	1.6%	.	-6.1	.	50.6%[activator]	.
O=C(c1ccc(F)cc1)N1CCC(n2cc(-c3nc(-c4ccccc4)no3)nn2)CC1	?	7.5%	?	-5.9	-24.4%	51.5%[activator]	i
COc1ccc(C(=O)N2CCCC(C(=O)N3CCCC(c4nc5ccncc5[nH]4)C3)C2)cc1 (stereo not given)	-6.4%	-4.3%	-24.0%	1.6	.	-10.7%	i
Cc1cccc(C)c1OCCn1c(C2CC(=O)N(Cc3ccc(F)cc3)C2)nc2ccccc21 (stereo not given)	.	?	.	15.9	.	?	.
COc1ccccc1N1CCN(C(=O)CCn2cnc3onc(-c4ccc(F)cc4)c3c2=O)CC1	.	1.9%	.	16.2	.	4.3%	.
COc1cccc(C(=O)N2C(C(=O)NC3CC3)COC23CCN(C(=O)c2cccc(F)c2)CC3)c1 (stereo not given)	-0.7%	5.6%	-14.7%	12.9	-2.4%	0.9%	1.6%
COc1ccc(CCNC(=O)CCn2c(=O)c3cccn3c3cccnc32)cc1OC	.	12.2%	.	-5.5	.	-24.6%	.
CCOCCCNC(=O)c1c(NC(=O)c2cc(=O)c3ccccc3o2)sc2c1CCC2	.	4.3%	.	-12.3	.	17.3%	.
O=C(c1ccccc1Cl)n1nc(-c2cccnc2)nc1NCc1ccc(F)cc1	.	11.5%	.	8.7	.	?	.
OC[C@@H]1CN(c2ccc(-c3nc(-c4cccc(C(F)(F)F)c4)no3)cn2)C[C@H]1CO	?	-8.8%	-29.8%	0.0	-13.3%	-0.6%	i
COc1ccc(NC(=O)CSc2nc3ccccc3n2CC(=O)N2CCCC(C)C2)cc1 (stereo not given)	.	?	.	-0.6	.	12.9%	.
COc1ccc(CC(=O)N2C3CCCC2CC(=O)C3)cc1	-16.3%[172 µM]	-7.1%[87.6 µM]	-15.0%[138 µM]	12.3	1.9%[172 µM]	?	-11.9%[88.5 µM]
COCCCn1c(C)cnc1CC1CCNCC1	-3.7%	0.7%	i	2.8	3.0%	-12.2%	i

Assay outcomes (PubChem BioAssay)
